Screening data deposited in PubChem BioAssay by Broad Institute.
CFTR F508del cor: CFTR F508del correction in bronchial cells; CFBE cells, YFP halide quenching; stimulated with forskolin plus potentiator P3; % fluorescence drop versus neutral controls; activity (quench increase), % at 7.58 µM; 350,000 compounds, 0.36% hits; AID 720511;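 active = mean added fluorescence quench of at least 8% versus neutral control, with both replicates also reaching 8%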;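 note: cells transiently co-express mutant CFTR-F508del with the halide-sensitive YFP; corrector assay measuring rescue of mutant channel to the surface after 24 h compound exposure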
GSIS activator: primary screen for activators of insulin secretion dependent on glucose, INS-1E cells, GLuc reporter luminescence; INS-1E GLuc reporter insulin secretion, 2-3 h; activation, % at 16.6 µM; 370,000 compounds, 0.61% hits; AID 743287;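 active = lowest replicate activation of at least 40%, so every replicate reaches that level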;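 note: 0% = median of neutral control wells and 100% = median of IBMX positive control wells; some compounds called inactive have numbers as strong as hits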
Statin myotox sup: suppressors of simvastatin-induced myotoxicity in C2C12 myotubes. ATP luminescence, 48 h; scaled: DMSO 0, geranylgeraniol control 100. 330,000 compounds, 0.78% hits. rescue of ATP level, % at 7.49 µM. AID 602340;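 active = mean ATP rescue above about 67%, or every replicate alone reaching that limit, limit read from the data, passing the limit was not always enough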;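 note: myotubes were challenged with 10 µM simvastatin during compound exposure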
miR122 inh: miR-122 inhibition in Huh7 cells; activation (reporter increase), % at 12.5 µM; 340,000 compounds, 0.3% hits; AID 602342; Huh7 miR-122 Renilla luciferase sensor, 48 h; neutral wells = 0, positive control = 100;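 active = mean replicate activation score at least 90 and every replicate individually at or above 90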;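 note: higher luciferase means less miR-122 activity so hits act as miR-122 inhibitors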
PglD inh: PglD (C. jejuni) enzyme inhibition. AID 602405. purified PglD enzyme, DTNB colorimetric CoA detection. inhibition, % at 12.5 µM. 360,000 compounds, 0.098% hits; in the data active = inhibition above about 16%, passing the limit was not always enough; note: strong numbers were not always called active
PGC1a acetyl inh: PGC1a acetylation modulation, inhibitor mode; AID 651687; U2OS PGC1a acetylation, AlphaScreen anti-acetyl-lysine; with virally co-expressed GCN5 acetyltransferase; inhibition, % at 15.6 µM; 350,000 compounds, 0.17% hits;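 active = every replicate shows inhibition of at least 40%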;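 note: 0% = neutral control wells and 100% = positive control wells; some results beyond the cut were filed as inactive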
Cneo AK release: Cryptococcus neoformans lysis via adenylate kinase release | C. neoformans lysis, adenylate kinase release luminescence, 4 h; normalised: neutral wells 0, clomiphene wells 100 | lysis activity, % at 15 µM | 360,000 compounds, 0.2% hits | AID 651654;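 active = mean lysis activity across replicates of at least 80%, whatever share of replicates individually reach that level; inactive = mean lysis activity below 80%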
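Material – Cryptococcus neoformans yeast cells · Quantity – 5 × 10^6 yeast cells/mL · Buffer or medium – YPD medium · Compound – single dose · Timing – 4 h static compound exposure, 37 °C, read 1 h post-reagent · Signal – adenylate kinase release luminescence · Read-out basis – lysis from increased AK signal · Benchmarks – Clomiphene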
FN deposit inh: fibronectin deposition inhibition. 350,000 compounds, 0.086% hits. inhibition, % at 12.6 µM. AID 743247. AH1F fibroblasts, Alexa488-fibronectin deposition fluorescence, overnight;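 active = mean inhibition across replicates of 30% or more, regardless of how many single replicates reach that level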;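 note: positive control wells lacked labelled fibronectin entirely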
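Assay system: AH1F fibroblast monolayer, labelled fibronectin deposition. Amount: 10000 cells per well. Also added: labelled fibronectin 24 nM. Compound: single-point pinned compound. Incubation: cell attachment 1 h, compound and FN exposure overnight. Detection: fluorescence after three HBSS washes, excitation 485 nm, emission 525 nm. Read-out: inhibition of fibronectin deposition signal.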
Starred values were filed as active, the others as inactive; & = joins results of further samples; [ ] = another dose, or the depositor's remark. Compounds as they come, and some 2.1% of all compounds hit somewhere here.

CCN(CC)S(=O)(=O)c1ccc(Cl)c(C(=O)Nc2cccnc2)c1 was read as CFTR F508del cor -3.5, GSIS activator 11, Statin myotox sup 3, miR122 inh 4, PglD inh -4, PGC1a acetyl inh 10, Cneo AK release 0 and FN deposit inh 5.
For O=S(=O)(c1cccc(Br)c1)N1CCN(S(=O)(=O)c2ccc3c(c2)OCCO3)CC1 the results were CFTR F508del cor -0.3, Statin myotox sup -18, miR122 inh -6, PglD inh 3, PGC1a acetyl inh -14, Cneo AK release 2 and FN deposit inh -7.
`CC(C)C#Cc1ccc([C@H]2[C@H]3CN(C(=O)c4ccc5c(c4)OCO5)CC(=O)N3[C@H]2CO)cc1` gave CFTR F508del cor 1.4, GSIS activator -16, PGC1a acetyl inh 6 and FN deposit inh -5.
`C/C(=N\NC(=O)c1cc2ccccc2cc1O)c1ccc2c(c1)OCO2` gave Statin myotox sup 0, miR122 inh 9, PglD inh -10, PGC1a acetyl inh 24 and Cneo AK release -1.
CCOc1ccccc1NC(=S)Nn1cnnc1 was read as CFTR F508del cor -2.7, GSIS activator 13, Statin myotox sup -2, miR122 inh 1, PglD inh 1, Cneo AK release -1 and FN deposit inh 2.
O=C(c1ccc(Br)cc1)N1CCC(C(=O)N2CCN(Cc3ccccc3)CC2)CC1 was read as CFTR F508del cor 0.9, GSIS activator 5, Statin myotox sup -5, PglD inh 2, Cneo AK release 2 and FN deposit inh -1.
`O=C(c1cn(-c2ccc(Cl)c(Cl)c2)nn1)C1CC1` gave CFTR F508del cor 0.7, GSIS activator 12, Statin myotox sup 13, miR122 inh 5, PglD inh -3, PGC1a acetyl inh 11, Cneo AK release -4 and FN deposit inh -8.
`COCC(=O)N(C)C[C@H]1Oc2ncc(C#C[C@H](C)O)cc2C(=O)N([C@H](C)CO)C[C@@H]1C` gave CFTR F508del cor 1.6, GSIS activator 13, Statin myotox sup -2, miR122 inh -1[16.7 µM], PglD inh 1, PGC1a acetyl inh 0, Cneo AK release 37 and FN deposit inh 2.
For O=C(O)c1cc([N+](=O)[O-])ccc1NCc1ccccc1Cl the results were CFTR F508del cor -2.0, GSIS activator -33, Statin myotox sup 10, miR122 inh 2, PglD inh 0, PGC1a acetyl inh -2, Cneo AK release 2 and FN deposit inh -3.
`CCC(C)[C@H](NC(=O)OC(C)(C)C)C(=O)NCC1CCC(C(=O)N[C@@H](Cc2ccccc2)C(=O)O)CC1` (stereo partly specified) gave CFTR F508del cor 0.1, GSIS activator 3, Statin myotox sup -4, miR122 inh 2, PglD inh 5, Cneo AK release 0 and FN deposit inh 0.
`CN1CCN(C(=O)C[C@H]2C[C@H]3c4cc(NC(=O)Cc5ccncc5)ccc4O[C@H]3[C@H](CO)O2)CC1` gave CFTR F508del cor -3.0, GSIS activator -4, Statin myotox sup 0, miR122 inh -1[16.7 µM], PglD inh -2, PGC1a acetyl inh -1 and Cneo AK release -2.
COc1cccc(N/N=C(\C#N)S(=O)(=O)C(C)(C)C)c1 was read as CFTR F508del cor -1.5, GSIS activator -15, miR122 inh -2, PGC1a acetyl inh -2 and FN deposit inh 0.
Screening CN(C)CCCNC(=O)C[C@@H]1C=C[C@H](NC(=O)c2ccccc2F)[C@H](CO)O1 returned CFTR F508del cor -2.0, GSIS activator 4, Statin myotox sup 6, PglD inh -1, PGC1a acetyl inh 10, Cneo AK release 20 and FN deposit inh 3.
For CC(=O)N[C@@H]1C=C[C@H](CC(=O)NCc2ccc(Cl)cc2)O[C@H]1CO the results were CFTR F508del cor -1.7, GSIS activator -7, Statin myotox sup -4, PglD inh 2, PGC1a acetyl inh 4 and Cneo AK release -1.
`Nc1ccnn1-c1ccccc1` gave CFTR F508del cor 3.9, GSIS activator 18, Statin myotox sup -4, miR122 inh -4, PglD inh -5, PGC1a acetyl inh 1, Cneo AK release -1 and FN deposit inh 3.
Screening COc1ccccc1N1C(=NC(=O)CCC2CCCC2)SC2CS(=O)(=O)CC21 (stereo unspecified) returned CFTR F508del cor -2.8, GSIS activator 18, Statin myotox sup -22, miR122 inh -3, PglD inh 0, PGC1a acetyl inh -1, Cneo AK release 1 and FN deposit inh 1.
For CCOC(=O)c1c(NC(=O)COC(=O)c2ccccn2)sc2c1CCC2 the results were CFTR F508del cor -1.6, GSIS activator 15, Statin myotox sup 8, miR122 inh 0, PglD inh 6, PGC1a acetyl inh 2, Cneo AK release 0 and FN deposit inh -7.
For O=C(Nc1ccccc1)Oc1cccc(Br)c1 the results were CFTR F508del cor -3.4, GSIS activator 8, Statin myotox sup -7, miR122 inh 1, PglD inh 1, Cneo AK release -2 and FN deposit inh -3.
For Cc1noc(C)c1S(=O)(=O)N(C)C[C@@H]1OCCCC[C@@H](C)Oc2ccc(N(C)C)cc2C(=O)N([C@H](C)CO)C[C@H]1C the results were CFTR F508del cor -2.2, GSIS activator -5, Statin myotox sup -7, miR122 inh -11[16.7 µM], PglD inh 0, PGC1a acetyl inh 2, Cneo AK release 0 and FN deposit inh 0.
`COc1ccccc1CC(Cc1nc2ccccc2[nH]1)c1nc2ccccc2[nH]1` (stereo unspecified) gave CFTR F508del cor 5.0, GSIS activator -6, PGC1a acetyl inh 2 and FN deposit inh 16.
O=C1CC(c2ccccc2)CC(O)=C1C=NCCCO (stereo unspecified) was read as Statin myotox sup -7, miR122 inh 17, PglD inh -1, PGC1a acetyl inh 9 and Cneo AK release -1.
For Brc1ccc([C@H]2CN3CCSC3=N2)cc1 the results were CFTR F508del cor 0.2, Statin myotox sup -3, miR122 inh 2, PglD inh -4 and Cneo AK release 1.
CC(C)=NOc1nc(N(C)C)nc(N2CCOCC2)n1 was read as CFTR F508del cor 0.6, GSIS activator 3, miR122 inh 1, PglD inh 4, PGC1a acetyl inh -1, Cneo AK release -1 and FN deposit inh 7.
`O=C(CCc1ccccc1O)NC1CCCc2ccccc21` (stereo unspecified) gave CFTR F508del cor 0.2, GSIS activator 4, Statin myotox sup 3, miR122 inh 12, PglD inh 9, PGC1a acetyl inh -4, Cneo AK release -4 and FN deposit inh -7.
`Cc1nc(SCC(=O)Nc2ccccc2C(F)(F)F)c2c(=O)n(C)c(=O)n(C)c2n1` gave GSIS activator 13, Statin myotox sup -2, miR122 inh 5, PglD inh 3, PGC1a acetyl inh 4, Cneo AK release -3 and FN deposit inh 3.
`CCS(=O)(=O)N1Cc2ccccc2CC1C(=O)N(C)CC(=O)Nc1ccc(OC)cc1` (stereo unspecified) gave CFTR F508del cor 0.8, GSIS activator 0, Statin myotox sup 6, miR122 inh -10, PglD inh -4, PGC1a acetyl inh -4, Cneo AK release 1 and FN deposit inh 4.
COc1ccc(C#Cc2ccc3c(c2)[C@@H]2[C@@H](CCN2S(=O)(=O)c2cccc(OC)c2)[C@@H](CO)N3)cc1 was read as CFTR F508del cor 2.3, GSIS activator 7, Statin myotox sup 23, miR122 inh 0[16.7 µM], PglD inh 1, PGC1a acetyl inh -3, Cneo AK release -2 and FN deposit inh -11.
For COc1cc(NC(=O)CN(C)S(=O)(=O)c2ccc3c(c2)CC(C)N3C(C)=O)cc(OC)c1 (stereo unspecified) the results were CFTR F508del cor 2.5, GSIS activator 9, Statin myotox sup 9, miR122 inh 0, PglD inh 1, PGC1a acetyl inh -2, Cneo AK release 6 and FN deposit inh 14.
For Cn1ncc([N+](=O)[O-])c1C(=O)NC1CCCCC1 the results were CFTR F508del cor -0.6, GSIS activator 0, Statin myotox sup -1, PglD inh 1, Cneo AK release -2 and FN deposit inh 13.
Screening C[C@@H]1CCCCO[C@@H](CN(C)Cc2ccc(C(F)(F)F)cc2)[C@H](C)CN([C@H](C)CO)C(=O)c2cc(NC(=O)Nc3ccc(C(F)(F)F)cc3)ccc2O1 returned CFTR F508del cor 2.4, GSIS activator 4, miR122 inh -6[16.7 µM], PglD inh -1, PGC1a acetyl inh 6, Cneo AK release -2 and FN deposit inh -5.
COc1ccc(N2CCN(C(=O)CCCNC(=O)Cn3cnc4sc(C)c(C)c4c3=O)CC2)cc1 was read as CFTR F508del cor 1.7, GSIS activator 6, Statin myotox sup 45, miR122 inh -4, PglD inh -7, PGC1a acetyl inh -1, Cneo AK release 0 and FN deposit inh -3.
`CCN1C(=O)CSc2ccc(C(=O)NCc3ccccc3)cc21` gave CFTR F508del cor -3.1, GSIS activator 17, Statin myotox sup 7, miR122 inh -3, PglD inh 0, PGC1a acetyl inh -16, Cneo AK release 0 and FN deposit inh 1.
`C[C@@H]1CN([C@@H](C)CO)S(=O)(=O)c2ccc(Br)cc2O[C@@H]1CN(C)Cc1cccnc1` gave CFTR F508del cor -1.5&1.8&1.9, GSIS activator 0&22, Statin myotox sup 10&2&13, miR122 inh 4, PglD inh 0&2&-6, PGC1a acetyl inh 1&1&-2, Cneo AK release 2&-3&40 and FN deposit inh 10&-1.
For CC(C)(C)c1ccc(C(=O)NN=C2CCCC2)cc1 the results were CFTR F508del cor -1.5, GSIS activator -8, Statin myotox sup -4, miR122 inh -5, PglD inh -1, PGC1a acetyl inh -7, Cneo AK release 6 and FN deposit inh -1.
`CCOC(=O)c1sc(NC(=O)c2ccco2)c(C#N)c1C` gave GSIS activator 9, miR122 inh -4, PglD inh -6, Cneo AK release -1 and FN deposit inh 0.
Screening CC(C)CC#Cc1ccc([C@H]2[C@H]3CN(S(=O)(=O)c4cccc(F)c4)CC(=O)N3[C@H]2CO)cc1 returned CFTR F508del cor 4.5, GSIS activator -4, PGC1a acetyl inh 2 and FN deposit inh -2.

Overlap with the part before: 2 compounds; new compounds follow.
`CCOC(=O)c1sc(NC(=O)c2ccco2)c(C#N)c1C` gave GSIS activator 9, miR122 inh -4, PglD inh -6, Cneo AK release -1 and FN deposit inh 0.
Screening CC(C)CC#Cc1ccc([C@H]2[C@H]3CN(S(=O)(=O)c4cccc(F)c4)CC(=O)N3[C@H]2CO)cc1 returned CFTR F508del cor 4.5, GSIS activator -4, PGC1a acetyl inh 2 and FN deposit inh -2.
Screening CCOC(=O)N1CCC(NC(=O)c2cnc3n(c2=O)CCS3)CC1 returned CFTR F508del cor 1.3, GSIS activator 5, Statin myotox sup -1, miR122 inh 0, PglD inh 3, PGC1a acetyl inh -2, Cneo AK release 8 and FN deposit inh 2.
For CC1(C)c2cc(Cl)ccc2-n2c1cc(O)c(-c1ccccc1)c2=O the results were CFTR F508del cor 2.6, miR122 inh 6, PglD inh 0, PGC1a acetyl inh 1, Cneo AK release -5 and FN deposit inh -6.
Screening COc1ccc(N2CCN(C(=S)Nc3ccc(OC)cc3OC)CC2)cc1 returned CFTR F508del cor -0.3, GSIS activator -3, Statin myotox sup 16, PglD inh 3, Cneo AK release 3 and FN deposit inh -1.
Screening O=C(COC(=O)c1ccc([N+](=O)[O-])s1)c1ccc[nH]1 returned CFTR F508del cor 1.5, GSIS activator -5, Statin myotox sup 3, miR122 inh -8, PglD inh 1, PGC1a acetyl inh 7, Cneo AK release -1 and FN deposit inh 6.
Screening Nc1nc(Cl)cc(Oc2ccc([N+](=O)[O-])cc2)n1 returned CFTR F508del cor 0.6, GSIS activator 2, Statin myotox sup 1, miR122 inh -5, PglD inh 13, PGC1a acetyl inh 3, Cneo AK release -2 and FN deposit inh 3.
